Screening data: PubChem, several laboratories
KKLEB cytotox = counter-screen for CF NF-kB inhibitors: cytotoxicity; AID 602141; KKLEB CF airway cells viability, ATPlite luminescence, overnight; stronger effect = lower value; cells stimulated with P. aeruginosa culture filtrate; hit rate 0.36% among 360,000; activity change (cytotoxicity), % at 5 µM;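 active means corrected activity change at or below -50% at 5 µM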
EBV LMP1 NFkB = inhibitors of Epstein-Barr LMP1-induced NF-kappaB reporter; LMP1-induced NF-kappaB luciferase reporter cells, luminescence; inhibition, % at 12.5 µM; hit rate 0.69% among 350,000; in the data active means inhibition above about 41%;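 further: 0% = neutral control wells and 100% = reference inhibitor control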
NR2E3 ag-1 = agonists of human nuclear receptor NR2E3 | Q9Y5X4 | GST-NR2E3/biotin-RetCOR TR-FRET, 1536-well | inhibition of corepressor binding, % at 4.78 µM | hit rate 0.12% among 320,000 | AID 2300;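 active means percent inhibition above the cutoff of mean plus 3 SD of all tested compounds, set per screening campaign, cut at about 20% in these data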;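 further: 0% = DMSO wells and 100% = biotin wells as full block of FRET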
Target sequence (Q9Y5X4 whole entry, looked up): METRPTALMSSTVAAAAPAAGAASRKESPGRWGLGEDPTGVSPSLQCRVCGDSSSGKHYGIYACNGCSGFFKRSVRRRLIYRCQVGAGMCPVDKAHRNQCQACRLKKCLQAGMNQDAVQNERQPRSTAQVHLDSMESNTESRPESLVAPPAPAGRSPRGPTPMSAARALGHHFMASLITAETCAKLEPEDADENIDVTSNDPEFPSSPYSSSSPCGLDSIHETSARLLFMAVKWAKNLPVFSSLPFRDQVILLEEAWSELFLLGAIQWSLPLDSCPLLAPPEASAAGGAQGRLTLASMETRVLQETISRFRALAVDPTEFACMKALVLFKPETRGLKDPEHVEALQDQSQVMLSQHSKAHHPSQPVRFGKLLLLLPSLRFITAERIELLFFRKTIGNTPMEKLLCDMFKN
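system = GST-tagged NR2E3 plus biotinylated RetCOR corepressor | input = 1.35 nM GST-NR2E3 | also added = 7 nM biotin-RetCOR | schedule = 5 h incubation at 4 °C | measured by = TR-FRET with europium anti-GST and streptavidin-D2, 340 nm excitation | read-out = percent loss of FRET ratio relative to control wells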
HIF-2a block = inhibitors of HIF-2a | 786-0 RCC cells HIF-2a reporter, luciferase luminescence, overnight | inhibition, % at 18.8 µM | hit rate 0.72% among 360,000 | AID 624352;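 active means inhibition of the luminescence signal of 40% or more relative to plate controls, in a single-dose primary screen at 18.75 µM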
Shn3 3UTR inh = inhibitors of Schnurri-3 3'UTR reporter in osteoblasts. Clone20 osteoblast Shn3 3'UTR firefly luciferase, 24 h. inhibition, % at 12.5 µM. hit rate 0.52% among 360,000. AID 588674;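 active means mean inhibition of at least 75% with every replicate also reaching 75%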;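 further: 0% = median of neutral control wells and 100% = pilot-screen positive control compound; some compounds past the cut are filed as inactive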
Peg3 prom inh = Peg3 promoter activity inhibition; HeLa PEG-Prom luciferase reporter, luminescence, overnight; hit rate 1.7% among 360,000; inhibition, % at 20 µM; AID 588405;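 active means inhibition of at least 50% at 20 µM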
CF NFkB inh = cystic fibrosis NF-kB activation inhibition; KKLEB NF-kB-GFP reporter, PAF-induced, GFP fluorescence overnight; inhibition, % at 5 µM; hit rate 0.86% among 360,000;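 active means at least 50% inhibition at 5 µM, scaled per plate between neutral and stimulator controls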;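 further: PAF is a Pseudomonas aeruginosa culture filtrate used as stimulus; plate controls were PAF-stimulated DMSO wells for no effect and unstimulated DMSO wells for full effect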
TRAIL sens C8 = caspase-8 TRAIL sensitization; hit rate 1% among 360,000; NB7+C8 cells + TRAIL, ATPlite viability luminescence; inhibition (viability loss, TRAIL sensitization), % at 10 µM; AID 624354;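 active means compounds causing at least 50% loss of cell viability in the single-dose screen, relative to plate controls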
MITF TRPM1 inh = reduces MITF-dependent TRPM1 promoter luciferase signal; SK-MEL-5 TRPM1 promoter luciferase, 24 h; inhibition, % at 12.5 µM; AID 488899; hit rate 0.83% among 330,000;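 active means mean inhibition across replicates of 60% or more, whatever share of single replicates reaches that level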; further: values of inactives mirror those of a sister screen read the other way
NR2E3 ag-2 = activates human NR2E3 receptor. CHO-S Gal4-NCOR/VP16-NR2E3 two-hybrid, luciferase. hit rate 0.35% among 360,000. AID 602229. inhibition of corepressor binding, % at 3.98 µM. Q9Y5X4;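 active means inhibition above the mean of all tested compounds plus 3 SD, cut at about 70% in these data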;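 further: 0% = DMSO with NR2E3 transfected cells and 100% = cells lacking NR2E3 construct; higher means lower luciferase signal from less NR2E3 corepressor binding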
iPSC survival up = enhancers of human iPSC single-cell survival. hiPSC single-cell survival, ATPlite luminescence; 100% = ROCK inhibitor wells, 0% = DMSO. survival enhancement, % at 20 µM. hit rate 0.044% among 360,000; in the data active means survival enhancement above about 18%;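 further: cells exposed to compounds for 16 hours before the ATP read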
* = called active by the depositor; / = not tested or not shown.

SMILES	KKLEB cytotox	EBV LMP1 NFkB	NR2E3 ag-1	HIF-2a block	Shn3 3UTR inh	Peg3 prom inh	CF NFkB inh	TRAIL sens C8	MITF TRPM1 inh	NR2E3 ag-2	iPSC survival up
Cc1cc2ccccc2c(=O)n1CC(=O)NCC1COc2ccccc2O1 (stereo unspecified)	-2.2	10.9	3.5	15.5	-6.7	19.5	13.0	7.6	6.3	-10.1	-2.5
Cc1cccc(N=N/C(=C\O)C(=O)c2cccs2)c1	14.7	-6.8	0.1	-55.8	-0.7	49.3	25.6	-20.2	26.6	-28.7	-1.7
COc1ccc(OC)c(NC(=O)COC(=O)/C=C/c2ccc(Cl)cc2)c1	2.3	-57.9	-1.5	6.8	22.2	-2.9	-3.9	-6.7	4.5	-5.5	3.4
CCOC(=O)c1c(S(=O)(=O)NCC(=O)Nc2ccccc2)c(C)n(C)c1C	-3.8	-4.0	0.2	11.1	-9.5	-36.3	-10.5	9.1	6.6	-8.9	0.4
COc1ccccc1CNC(=O)CCCn1nc(C)c2c(C)n(-c3ccc(C)cc3)nc2c1=O	-6.7	1.5	0.1	8.2	-7.7	31.3	17.3	-3.5	29.8	18.2	-0.4
CC(CNC(=O)CN1C(=O)COc2ccc(S(=O)(=O)N3CCCCC3)cc21)c1ccccc1 (stereo unspecified)	0.7	0.3	-0.6	12.9	9.7	30.9	7.3	-10.1	-2.0	-6.8	0.1
CCN1CCN(C(=O)c2ccc(Cl)c(S(=O)(=O)N3CCCCC3)c2)CC1	-0.6	3.1	-3.4	9.0	-29.4	-7.7	-6.1	-7.0	-7.4	20.4	-0.1
COc1ccc(CNC(=O)CC2C[C@H](C(=O)N3CCCCC3)[C@@]3(C)c4[nH]c5ccccc5c4CCN3C2=O)cc1OC (stereo partly specified)	-5.1	-6.8	/	6.3	21.4	0.4	20.1	-0.8	5.5	10.6	-2.4
O=C(CN1C(=O)C(=O)N(Cc2ccco2)C1=O)c1c[nH]c2ccccc12	1.1	-10.4	3.0	8.8	-41.2	6.1	-5.5	-3.8	8.9	-10.9	-0.4
Cc1occc1-c1nnc(SCC(=O)Nc2ccccc2N2CCCCC2)n1C	-1.0	2.3	6.7	8.8	19.6	24.0	-0.5	-6.6	8.4	-1.6	-0.5
CCN(CC)CCNC(=O)C1(O)c2cc(Br)ccc2NC(=O)N1c1ccccc1 (stereo unspecified)	-6.3	-13.6	-3.4	11.6	-8.9	4.9	6.5	-27.6	1.8	19.8	-0.8
COc1ccccc1C(=O)NC(=O)COC(=O)Cc1ccc(F)cc1	-8.4	1.4	0.8	11.0	-11.5	-5.3	8.6	-7.1	-5.5	10.1	5.4
COc1ccccc1Nc1nc(Cl)nc(Nc2ccccc2OC)n1	2.8	14.1	-5.0	11.9	-7.8	-12.2	-12.8	-6.4	1.5	-13.9	-0.8
CC(C)CN(C(=O)c1cc(Cl)nc2ccccc12)c1c(N)n(Cc2ccccc2)c(=O)[nH]c1=O	3.6	-1.1	-1.0	21.7	-3.9	-16.6	11.5	-6.1	3.0	5.7	-0.5
Clc1ccc(-c2nnc(Sc3nc4ccccc4o3)c3ccccc23)cc1	-17.7	-15.5	-1.5	23.9	-23.8	25.2	42.5	-1.9	-22.2	-46.1	-1.2
CN(C)CCCNc1ncnc2oc(-c3ccccc3)c(-c3ccccc3)c12	-12.6	22.0	0.8	-6.4	22.5	97.0*	8.0	8.2	0.6	17.7	-0.8
COc1ccc(CCC(=O)N2CCCC(Nc3ccc(OC)cc3)C2)cc1 (stereo unspecified)	16.3	-7.0	-2.0	-15.1	-0.3	-17.9	-39.6	-23.4	5.8	-14.7	0.0
C=CCNC(=S)N/N=C(\C)c1cccc(OC)c1	-8.6	-24.4	-3.6	-38.8	5.8	-23.5	-0.5	16.6	-16.1	7.6	0.9
CCC(=O)c1ccc(OC(=O)c2cccs2)cc1	11.5	2.2	-0.5	-13.3	12.9	-13.5	-24.1	-4.7	-13.5	-0.1	2.0
CC(=O)Nc1cc(C(=O)CSc2nnc(C3CC3)n2C2CC2)ccc1O	-0.2	-5.1	7.6	8.4	68.3	9.7	2.8	-4.6	/	9.6	0.2
CCN(CC)CCOc1ccc2nc(N(C)C)sc2c1	0.6	2.0	-1.8	-66.4	-3.4	-26.3	-1.4	2.0	-21.1	-7.3	-1.5
CCOC(=O)N1CCN(S(=O)(=O)c2ccc(OC)cc2)CC1	3.7	3.1	4.6	13.0	-9.1	12.6	6.7	2.4	5.7	-13.0	-0.5
CN(C)/C=C/C(=O)c1ccc2noc(-c3cccc(F)c3)c2c1	3.3	-3.1	-5.0	1.5	-7.0	6.6	16.9	-7.5	-11.5	-48.9	-0.4
COc1ccccc1NS(=O)(=O)c1ccc(C(=O)NCCCN2CCCC2=O)cc1	17.1	2.4	2.9	12.9	-1.1	13.7	-8.3	5.7	-0.7	-10.8	-0.3
CN(C)CCCN(C(=O)COc1ccc(Cl)cc1)c1nc2cc3c(cc2s1)OCO3	-11.1	2.9	2.6	-0.3	11.4	64.4*	-14.1	34.1	19.3	-27.2	-0.5

Other records
SMILES	KKLEB cytotox	EBV LMP1 NFkB	NR2E3 ag-1	HIF-2a block	Shn3 3UTR inh	Peg3 prom inh	CF NFkB inh	TRAIL sens C8	MITF TRPM1 inh	NR2E3 ag-2	iPSC survival up
COC(=O)C1CCCCN1C(=O)c1cc(COc2cccc3cccnc23)on1 (stereo unspecified)	10.6	-4.8	-0.2	1.8	3.6	0.2	-18.8	4.0	4.0	-10.7	-0.4
O=C(c1ccc(C(F)(F)F)cc1)C1CCCN(C(=O)CCc2ccncc2)C1 (stereo unspecified)	-6.4	12.1	0.1	9.4	26.2	6.1	-13.6	21.7	10.0	10.1	0.1
O=C(NC1CCCc2ccccc21)C1CCCN(S(=O)(=O)c2cnc[nH]2)C1 (stereo unspecified)	1.0	6.0	5.6	13.6	0.7	7.7	12.4	-3.7	-1.2	13.0	-1.9
CSc1ccc(/C=c2\s/c(=C\C(=O)C(C)(C)C)n(CC(=O)NCCC3=CCCCC3)c2=O)cc1	-29.7	-4.7	-0.9	7.1	12.5	1.3	11.6	-9.2	4.2	-4.3	-2.2
CCOC(=O)c1ccccc1NS(=O)(=O)c1ccc(OCC)cc1	-13.6	-13.5	1.7	7.0	9.1	38.0	20.2	6.1	11.5	-17.4	-1.6
C=CCn1c(O)c(N=NC(=O)c2ccccc2NS(=O)(=O)c2cccs2)c2ccccc21	-1.3	-0.4	-1.4	15.0	-7.5	15.1	-16.7	16.4	9.3	-39.8	-0.2
O=C(CSc1nnc2c(Cl)cc(Cl)cn12)N1CCN(c2ccc(F)cc2)CC1	-3.3	2.2	1.8	24.3	11.6	4.0	3.9	-5.9	-1.6	-13.1	12.5
CCN(C(=O)CSc1nnc(SC(C)C)s1)C1CCS(=O)(=O)C1 (stereo unspecified)	-11.0	0.2	1.7	3.3	-14.5	-2.1	-8.6	-9.9	14.9	14.9	3.4
COc1cc(C(=O)NCC(=O)NC(C)c2ccc(-n3ccnc3)cc2)cc(OC)c1OC (stereo unspecified)	-6.6	3.6	-5.2	17.2	-19.2	22.9	6.0	-5.7	3.1	-9.9	-0.3
CN(CC(=O)NCCN1CCN(c2ccccc2)CC1)S(=O)(=O)c1ccc2c(c1)CCC(=O)N2	-4.2	-4.6	-1.1	4.0	-6.0	2.0	7.0	4.2	-8.2	-54.4	0.3
O=C(CC1CCCCC1)N=C1SC2CS(=O)(=O)CC2N1c1ccccc1 (stereo unspecified)	-7.3	-6.7	-0.1	5.9	-0.4	1.6	0.1	10.6	-6.7	-11.1	0.0
Cc1cccc(OC(C)C(=O)Nc2ccc(N3CCCCC3)cc2)c1 (stereo unspecified)	-8.5	2.8	-5.9	-14.3	-0.6	-13.8	6.3	5.2	-4.0	-34.0	-0.3
N#Cc1ccc(NC(=O)COC(=O)CNC(=O)C2CCCCC2)cc1	-2.4	5.2	0.1	26.2	22.3	-64.6	5.4	-5.8	-11.4	-1.3	-2.1
COc1ccc(N(C(=O)c2cc3ccccc3oc2=O)C2C=CS(=O)(=O)C2)cc1 (stereo unspecified)	5.0	-1.2	2.7	12.2	14.3	3.4	-17.5	-5.0	12.1	-18.2	-0.1
C=C(C)COc1ccc(-c2nc(N)nc(C)c2Oc2ccccc2OC)c(O)c1	-9.9	-3.6	0.8	7.2	-0.9	-4.9	9.0	-4.7	3.4	-33.5	-0.6
O=c1[nH]cnc2c1sc1nc(C(F)F)cc(-c3ccccc3)c12	-11.1	-4.6	12.2	-23.2	-16.8	19.9	24.2	3.8	8.2	-17.0	-0.1
CCOC(=O)c1ccc(CN2C(=O)c3ccccc3S2(=O)=O)cc1	-6.5	5.4	0.2	-2.5	-15.1	-16.9	5.7	10.8	-1.8	-17.6	0.3
O=c1cc(N2CCCCCC2)[nH]c(=O)n1-c1ccc(Cl)cc1	-5.6	-10.1	1.1	-36.6	-63.9	-31.4	6.3	6.7	/	-3.8	2.8
COc1ccc(OC)c(C2=NOC(C(=O)Nc3ccc4c(c3)OCCO4)C2)c1 (stereo unspecified)	-5.1	-0.5	-2.4	8.2	5.8	11.3	13.7	-2.1	-9.3	-26.1	1.0
CS(=O)(=O)n1nc(-c2ccco2)nc1N	-0.4	5.9	2.5	6.0	5.1	-6.5	-7.8	-0.8	-0.4	5.9	-1.9
CCC(=NN=C(CC)c1ccccc1O)c1ccccc1O	-5.0	-1.4	/	-14.5	-0.6	-19.8	-0.2	1.8	1.4	4.7	10.9
S=c1[nH]cc(-c2ccccc2)[nH]1	-7.7	-13.8	-3.2	-60.2	-36.3	-21.8	-6.0	13.3	-15.5	-27.5	-0.1
CN(C)/C=C1/Nc2ccccc2C1=O	0.6	-22.1	1.8	-184.8	-98.2	-109.2	2.1	-5.1	-18.0	-4.2	-1.2
CCOC(=O)c1cc(C(=O)c2cccs2)n2ccc(C(C)=O)cc12	0.4	2.1	3.4	9.7	20.1	18.3	2.4	8.9	4.9	-11.8	1.7
Cc1c(-c2csc(N)n2)c2ccccc2n1C	7.6	-3.2	-1.7	10.7	-9.2	14.6	-17.1	-7.4	11.7	13.7	-0.8
CSc1ccc(C(C(C(=O)c2cccs2)N2CCOCC2)N2CCOCC2)cc1 (stereo unspecified)	5.3	3.1	0.8	-97.4	-12.0	-36.5	3.2	-9.1	11.5	-23.0	-2.5
O=C(Cn1nc(-c2ccc(Cl)cc2)ccc1=O)NCCN1CCOCC1	-8.3	-3.0	-0.6	-10.9	-23.2	-5.7	7.2	-16.3	-6.0	4.8	0.1
O=C(NCc1ccco1)C1CC(=O)N(CCc2ccccc2)C1 (stereo unspecified)	-5.9	-10.5	-1.0	0.5	-30.8	-2.2	0.1	-12.4	-15.1	-14.6	1.9

Not all compounds are listed (hit frequency here may not be typical).
